Screens deposited in PubChem by several laboratories.
SV40 large T antigen – SV40 large T antigen inhibitors, biochemical (AID 1903) | SV40 large T antigen ATPase/helicase inhibition assay; higher % means a stronger effect | inhibition, % at 20 µM; hits with a dose series show IC50 in µM | actives 0.39% (n = 310,000); in the data active means a potency from the dose series; inconclusive means inhibition mostly from about 32% at the one dose, without a potency; inactive means the rest, 99 in 100 with inhibition below about 32%; further: strong numbers were not always called active
bCat nuc transl – beta-catenin nuclear translocation modulation | HeLa beta-catenin nuclear translocation, immunofluorescence imaging | nuclear translocation activity, % at 5 µM | actives 0.3% (n = 190,000);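 active means nuclear translocation activity above 50% at 5 µM, with a well cell count of 50 or more; inconclusive means wells under 50 cells across six images, flagged as toxic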;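 further: per-cell ratio of nuclear to cytoplasmic median beta-catenin stain intensity; plate controls were DMSO negative control for no effect and GSK-3 inhibitor IX positive control for full effect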
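System: Human HeLa cells, endogenous beta-catenin | Compound dosing: 5 µM primary, 0.02–20 µM confirmation | Timing: 24 h compound exposure at 37°C, 5% CO2 | Measured by: Fluorescence imaging of beta-catenin antibody stain plus DAPI | Read-out basis: % activation of per-cell nuclear versus cytoplasmic median beta-catenin signal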
Rac1 GTP hydrolysis – MgcRacGAP GTPase-activating activity inhibitors, confirmation, biochemical, ADP Hunter fluorescence; MgcRacGAP-stimulated Rac1 GTP hydrolysis, ADP Hunter fluorescence; higher % means a stronger effect; GST-tagged Rac1 F28L mutant substrate; inhibition, % at 30 µM, or IC50 in µM where a hit was titrated; actives 0.6% (n = 340,000); AID 624330;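 active means first-screen hits whose inhibition reached a set limit at any dose in the follow-up dose series; inconclusive means inhibition above the set first-screen limit but never retested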;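 further: fluorescence reports GDP produced by GAP-driven GTP hydrolysis; strong numbers were not always called active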
Myeloid diff 2 – compounds promoting myeloid differentiation; ER-HoxA9 myeloid progenitors, lysozyme-GFP differentiation, flow cytometry; calls only at 10 µM; actives 1% (n = 360,000); AID 624256;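 active means normalized GFP-positive differentiation at or above the plate's own cutoff, the solvent-only control mean plus 3 SD; inconclusive means no clear call, values can overlap the other calls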;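 further: cells exposed to compound for four days before flow analysis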
RSV CPE inhibition – RSV antiviral activity via CPE protection, HEp-2 cells, primary 10 µM value included (AID 2391); CPE inhibition, % at 10 µM, or IC50 in µM where a hit was titrated; actives 0.13% (n = 310,000); HEp-2 cells, RSV-induced CPE inhibition; higher % means a stronger effect; in the data active means a potency from the dose series; inconclusive means CPE inhibition mostly from about 23% at the one dose, without a potency; inactive means the rest, 99 in 100 with CPE inhibition below about 21%; further: strong numbers were not always called active
WT yeast gro inh – growth inhibition of WT yeast, mitochondrial fusion screen. AID 1362. actives 2.1% (n = 190,000). mitochondrial fusion phenotypic screen, WT strain. inhibition, % at 10 µM; in the data active means inhibition above about 58%; tested in S. cerevisiae
PhoP inhibition – PhoP-dependent GFP reporter repression – Salmonella Typhimurium, primary screen (AID 1863) | inhibition, % at 50 µM, or IC50 in µM where a hit was titrated | S. Typhimurium PhoP-regulated promoter GFP reporter, 4 h; higher % means a stronger effect | actives 0.16% (n = 300,000);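 active means inhibition over 29.93%, a cutoff 3 SD above the screen mean, later confirmed by dose response; inconclusive means inhibition over 29.93% but no dose response follow-up; inactive means inhibition at most 29.93% or unconfirmed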;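 further: 0% = low Mg2+ inducing control and 100% = high Mg2+ repressing control; strong numbers were not always called active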
West Nile virus CPE – inhibition of WNV-induced cytopathic effect – cell-based, CPE readout (AID 1621); one-dose CPE inhibition, % at 10 µM; IC50 in µM for titrated hits; actives 0.02% (n = 290,000); West Nile virus-infected cells, CPE inhibition; higher % means a stronger effect; in the data active means a potency from the dose series; inconclusive means CPE inhibition mostly from about 3.7% at the one dose, without a potency; inactive means the rest, 99 in 100 with CPE inhibition below about 2.2%; further: strong numbers were not always called active
T cell HTS – modulates CD8 T cell binding to vesicles | 2C CD8+ T cell-vesicle binding, flow cytometry; stronger effect = lower value | calls only at 7 µM | actives 0.068% (n = 330,000);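 active means response, share of CD8 T cells binding vesicles, and their 90th percentile fluorescence all below set limits, cut at about 80% in these data, passing the limit was not always enough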
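Material: 2C TCR transgenic mouse naive CD8+ T cells, MACS-purified. Also added: QL9-charged Drosophila Ld/ICAM-1/B7-1 vesicles. Timing: binding 1.5 h at 37 °C. Measured by: high-throughput flow cytometry with anti-B7-1 and anti-CD8 staining. Read-out: percent CD8+ FL2 mean versus row control. Controls: Unloaded micro-vesicles (low), QL9 vesicles with 0.7% DMSO (high).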
WT yeast gro inh mutant strain – second read-out of WT yeast gro inh, no call of its own (marks repeat the call); inhibition, %; mitochondrial fusion phenotypic screen, mutant strain inhibition
bCat nuc transl cell count 5 µM – also measured in bCat nuc transl; calls as there; cell count; measured here: cell count, cytotoxicity flag
T cell HTS vesicle-bound % – further read-out of T cell HTS, marked with its call; double positive events, %; measured here: CD8+ vesicle-bound cell fraction;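 binding gate set so that unloaded-vesicle control wells show 10% double positive cells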
Myeloid diff 2 GFP+ MAC1+ % – second read-out of Myeloid diff 2, no call of its own (marks repeat the call); GFP+ MAC1+ double positive, %; measured here: differentiation confirmed by MAC1 staining
Active calls of the source: *; i = inactive; ? = inconclusive; / = not tested or not shown; + = active, no number.

SMILES | SV40 large T antigen | bCat nuc transl | bCat nuc transl cell count 5 µM | Rac1 GTP hydrolysis | Myeloid diff 2 | Myeloid diff 2 GFP+ MAC1+ % | RSV CPE inhibition | WT yeast gro inh | WT yeast gro inh mutant strain | PhoP inhibition | West Nile virus CPE | T cell HTS | T cell HTS vesicle-bound %
O=C(Nc1ccccc1)N1CCSc2cc(Cl)ccc21 | 6% | / | / | 6% | i | 2.5 | -0.8% | -13 | -1 | 6% | 0.0% | i | 42
CNc1ccccc1C(C)(C)c1cc(-c2ccc(F)cc2)no1 | 27% | -1.2 | 1056 | 5% | i | 0.9 | 0.2% | 12 | 11 | -12% | -1.0% | i | 18
CCC(C)Nc1cc(C)c(C#N)c2nc3ccccc3n12 (stereo unspecified) | 15% | / | / | 5% | i | 0.8 | 1.1% | / | / | 10% | -1.6% | i | 38
Cc1ccc(C2(c3ccccc3)NC(=O)N(CC(=O)N3CC(=O)Nc4ccccc43)C2=O)cc1C (stereo unspecified) | / | / | / | 6% | i | 0.8 | 16% | / | / | / | / | i | 33
CC(=O)Nc1ccc(NC(=O)CSC2=NS(=O)(=O)c3cc(F)ccc3N2)cc1 | 15% | / | / | -3% | i | 0.7 | 1.2% | / | / | 3% | / | i | 55
Cc1coc2c1c(C)cc1oc(=O)c(CC(=O)NCC(=O)O)c(C)c12 | 10% | / | / | 6% | i | 0.6 | 1.7% | / | / | 0% | 1.0% | i | 13
O=C(Nc1cccnc1)Nc1ccccn1 | 4% | -0.7 | 1114 | -3% | i | 1.6 | 1.7% | 16 | 8 | 10% | 0.2% | i | 50
O=C(NCCCN1CCc2ccccc2C1)C1CCN(c2nnc(-n3cccc3)s2)CC1 | 2% | -1.9 | 1089 | 3% | i | 2.4 | 0.9% | 9 | 4 | 8% | -0.4% | i | 68
OC1(c2ccc(OC(F)F)cc2)CSC(=Nc2cccnc2)N1C1CC1 (stereo unspecified) | 14% | -0.6 | 1303 | 7% | i | 0.4 | 0.6% | 3 | 10 | 6% | 1.0% | i | 47
CCC1C(c2ccccc2)N(C)C(c2ccccc2)CC1(O)c1ccccc1 (stereo unspecified) | 5% | 0.9 | 1465 | 6% | i | 0.1 | ? | 76* | 64* | -3% | -1.1% | i | 31
CCN1C(=O)C(CC(=O)Nc2ccccc2)N(Cc2ccccn2)C1=S (stereo unspecified) | 8% | -1.3 | 1154 | -11% | i | 0.8 | -1.2% | -17 | 6 | 3% | -0.3% | i | 41
O=C(OCC(=O)N1CCCc2ccccc21)c1cccnc1Cl | 3% | 5.3 | 956 | 13% | i | 0.3 | 1.5% | -7 | -6 | -7% | -0.4% | i | 45
N#CCSc1ccccc1NC(=O)COc1ccc(-c2nnco2)cc1 | / | / | / | 4% | + | 24* | 2.1% | / | / | / | / | i | 45
CC1=C(C(=O)OCC2CCCO2)C(c2ccncc2)C2=C(CCCC2=O)N1 (stereo unspecified) | -2% | -1.5 | 984 | 4% | i | 0.7 | 0.3% | 12 | 8 | 3% | / | i | 30
COC(C/C=C/[C@H](O)COCc1ccccc1)OC | / | 1.7 | 1341 | 3% | i | 0.6 | / | / | / | -1% | 0.0% | / | /
CC(NS(=O)(=O)c1cc2c3c(c1)CCC(=O)N3CCC2)c1ccccc1 (stereo unspecified) | 12% | / | / | 3% | i | 0.8 | 1.2% | / | / | 0% | / | i | 51
COc1ccc(OC)c(C(=O)c2coc3ccc(O)c(CN4CCOCC4)c23)c1 | 0% | / | / | 4% | i | 2.5 | -1.0% | 7 | -1 | -6% | 0.1% | i | 34
CC(C)CN(C(=O)COC(=O)/C=C/c1ccccc1)C1CCS(=O)(=O)C1 (stereo unspecified) | / | / | / | 4% | i | 0.3 | 0.8% | / | / | / | / | i | 6
O=c1[nH]c(=O)n(-c2ccccc2)c2c1C(C(F)(F)F)(C(F)(F)F)N=C(CCC1CCCCC1)N2 | 4% | -0.9 | 820 | 13% | i | 0.5 | 4.2% | -6 | -19 | -2% | -0.2% | i | 42
Cc1cccc(NC(=O)CCCN2C(=S)NC(C)(C)CC2C)c1C (stereo unspecified) | 3% | -5.3 | 1131 | 2% | i | 0.5 | 1.1% | -5 | 11 | -8% | -0.1% | i | 44
Cn1c(SCC(=O)O)nnc1C1CCCCC1 | -1% | -0.6 | 1042 | 5% | + | 6.4* | -0.2% | 1 | -15 | -2% | 0.6% | i | 16
CCOc1ccccc1CNc1nnnn1C | 12% | / | / | 13% | i | 0.9 | 1.1% | / | / | 1% | -0.2% | i | 18
CCCn1c(=O)c(C#N)cn(C2CC2)c1=O | 10% | -0.4 | 1347 | 6% | i | 0.6 | -0.2% | / | / | -6% | 0.3% | i | 27
CC1=CC2=NC(=O)/C(=C\c3ccc(-c4cccc(Cl)c4)o3)C(=N)N2O1 | 1% | 119* | 326* | 6% | i | 0.8 | 1.2% | 21 | 14 | 11% | 0.1% | i | 8
CC(C)C(=O)Nc1cccc(C(=O)Nc2ccc(S(=O)(=O)Nc3nccs3)cc2)c1 | 15% | / | / | 7% | i | 1.9 | 0.8% | / | / | -1% | 0.3% | i | 33
CC1CCCCC1NC(=O)CCS(=O)(=O)c1ccc2c(c1)NC(=O)CO2 (stereo unspecified) | 11% | / | / | 3% | i | 0.7 | 2.6% | / | / | -13% | 0.1% | i | 25
Cc1ccc(S(=O)(=O)N2CCCOC2CNC(=O)C(=O)NCCN2CCOCC2)cc1 (stereo unspecified) | 16% | / | / | 4% | i | 1.4 | 1.8% | / | / | -1% | 0.5% | i | 69
CCOC(=O)N1CCN(C(=O)CSC2=NS(=O)(=O)c3cc(F)ccc3N2)CC1 | 16% | / | / | 6% | i | 1.2 | 0.0% | / | / | 0% | / | i | 53
CC1CCCC(N2CCN(C(=O)c3ccccc3F)CC2)C1 (stereo unspecified) | 6% | / | / | 8% | i | 0.3 | -0.3% | / | / | -4% | -1.5% | i | 47
C/C=C/c1ccc(OCC(=O)Nc2cc(S(=O)(=O)N3CCOCC3)ccc2N2CCCC2)c(OC)c1 | 14% | / | / | 2% | i | 2.0 | 0.7% | / | / | -6% | / | i | 8
Cc1ccc(Cn2ncc3c(N4CCOCC4)ncnc32)cc1 | 5% | -2.3 | 939 | 6% | i | 0.3 | 11% | -1 | 7 | 0% | 1.9% | i | 40
Cc1nc(SCc2ccccc2)nc2c1CCC2 | 9% | -0.8 | 1559 | -2% | i | 0.3 | 3.3% | 25 | 10 | -4% | 0.5% | i | 64
CCOc1ccc(C(=O)Nn2cnnc2)cc1OCC | 16% | 1.0 | 1298 | 14% | i | 1.0 | 1.6% | / | / | -1% | 0.3% | i | 28
COc1ccc(OCC(=O)NC(=S)Nc2ccc(N3CCOCC3)c(Cl)c2)cc1 | 19% | -3.8 | 1173 | 10% | i | 0.4 | 3.0% | 19 | 24 | 2% | 0.6% | i | 41
CCn1nc(C)cc1-c1nnc(SCC(=O)Nc2ccccc2)n1CCCOC | 4% | -1.7 | 1307 | 4% | i | 1.1 | / | / | / | -5% | -0.4% | i | 57
Nn1c(SCC(=O)Nc2ccccc2)nnc1-c1cccnc1 | 7% | -2.3 | 1095 | 10% | i | 1.2 | 1.5% | 7 | 23 | 1% | 0.1% | i | 51
OC(CN1CCN(C(c2ccccc2)c2ccccc2)CC1)c1ccc(Br)cc1 (stereo unspecified) | 16% | / | / | / | i | 0.5 | 7.6% | / | / | -1% | -0.9% | i | 52
O=C1C(=O)N(CCCO)C(c2ccc(Br)cc2)/C1=C(\O)c1ccc(Br)cc1 (stereo unspecified) | 2% | / | / | 10% | i | 0.4 | -1.3% | / | / | -2% | -0.6% | i | 67
COc1ccc(-c2sc(C(=O)c3ccc(Cl)cc3Cl)cc2CC(=O)O)cc1 | 11% | / | / | / | + | 6.1* | 0.7% | / | / | 11% | -0.3% | i | 8
O=C(NC(=S)Nc1ccc(N2CCOCC2)c(Cl)c1)c1cccs1 | 15% | 0.4 | 1487 | 10% | i | 0.1 | 9.0% | 31 | 19 | -5% | -1.7% | i | 50

Gathered by group: the compounds so far containing a thiophene ring, fused or not
SMILES | SV40 large T antigen | bCat nuc transl | bCat nuc transl cell count 5 µM | Rac1 GTP hydrolysis | Myeloid diff 2 | Myeloid diff 2 GFP+ MAC1+ % | RSV CPE inhibition | WT yeast gro inh | WT yeast gro inh mutant strain | PhoP inhibition | West Nile virus CPE | T cell HTS | T cell HTS vesicle-bound %
COc1ccc(-c2sc(C(=O)c3ccc(Cl)cc3Cl)cc2CC(=O)O)cc1 | 11% | / | / | / | + | 6.1* | 0.7% | / | / | 11% | -0.3% | i | 8
O=C(NC(=S)Nc1ccc(N2CCOCC2)c(Cl)c1)c1cccs1 | 15% | 0.4 | 1487 | 10% | i | 0.1 | 9.0% | 31 | 19 | -5% | -1.7% | i | 50

(next part)
SMILES | SV40 large T antigen | bCat nuc transl | bCat nuc transl cell count 5 µM | Rac1 GTP hydrolysis | Myeloid diff 2 | Myeloid diff 2 GFP+ MAC1+ % | RSV CPE inhibition | WT yeast gro inh | WT yeast gro inh mutant strain | PhoP inhibition | West Nile virus CPE | T cell HTS | T cell HTS vesicle-bound %
Cc1cc(S(=O)(=O)N2CCCCC2)ccc1OCC(=O)N1CCCC1 | -6% | / | / | -6% | i | 2.9 | 0.9% | / | / | 2% | 0.2% | i | 29
Nc1nc(NCC(=O)O)nc(NCc2ccccc2)c1[N+](=O)[O-] | 6% | / | / | 7% | i | 1.1 | 2.5% | / | / | / | 0.7% | i | 42
O=C1CCCc2c1cc(C(=O)O)c(=O)n2-c1ccccc1 | -1% | -1.0 | 1025 | 0% | i | 0.2 | -1.4% | 3 | -18 | -5% | 0.8% | i | 49
CN1CCN(C(=O)c2ccc(Cl)c(S(=O)(=O)N3CCCCC3)c2)CC1 | 10% | -7.0 | 1020 | 9% | i | 5.7 | 1.0% | -17 | 7 | -1% | -0.3% | i | 40
Cc1cc(N2CCN(C)CC2)nc2ccc(NC(=S)N3CCN(c4ccccn4)CC3)cc12 | 6% | 3.1 | 1035 | 14% | i | 0.1 | -3.4% | 6 | 3 | 3% | 21% | i | 41
